High-throughput results as filed in PubChem BioAssay.
Diaph act CS – activates diaphorase or chemically reduces, flagging diaphorase assay artifacts; Diaphorase/resazurin coupled assay, resorufin fluorescence, 16 min; stronger effect = higher value; 1 = vehicle wells, 0 = NADH-free wells; 190,000 tested, 0.005% active; activation factor at 20 µM;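 active = diaphorase activity raised at least twofold by the compound at 20 µM; inactive = activation factor below 2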
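Material: bacterial diaphorase enzyme (C. kluyveri); amount: enzyme 0.07 U/mL final; reagent: NADH substrate 0.114 mM plus resazurin dye 0.1 mM, final; doses: single compound dose of 20 µM, 1% DMSO final; timing: 16 min enzyme reaction, ambient temperature; measured by: fluorescence of resorufin, 544 nm excitation, 590 nm emission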
PMI activator – activators of human phosphomannose isomerase; P34949; purified human PMI, coupled resazurin fluorescence, 20 min; stronger effect = higher value; 1 = vehicle control, 0 substrate-free wells; activation factor at 20 µM; 190,000 tested, 0.005% active;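 active = activation factor of 2 or more at 20 µM, relative to plate controls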
Target sequence (P34949 whole entry, looked up): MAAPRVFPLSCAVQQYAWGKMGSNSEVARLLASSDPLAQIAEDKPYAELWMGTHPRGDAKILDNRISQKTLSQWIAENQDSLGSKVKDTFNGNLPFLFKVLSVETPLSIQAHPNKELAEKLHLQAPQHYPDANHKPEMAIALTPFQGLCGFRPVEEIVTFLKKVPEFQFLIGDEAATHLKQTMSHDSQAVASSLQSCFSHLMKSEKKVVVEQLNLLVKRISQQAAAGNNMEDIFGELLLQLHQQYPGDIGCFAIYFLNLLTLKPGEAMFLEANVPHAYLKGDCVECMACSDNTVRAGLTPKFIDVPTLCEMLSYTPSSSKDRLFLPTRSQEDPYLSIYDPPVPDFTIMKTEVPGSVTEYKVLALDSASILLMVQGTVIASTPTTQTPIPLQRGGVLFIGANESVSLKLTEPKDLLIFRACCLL
Diaphorase inh – counter-screen for diaphorase-based assays: diaphorase inhibitors and chemical oxidizers | AID 1217 | inhibition, % at 20 µM | 190,000 tested, 0.69% active | diaphorase resazurin-to-resorufin fluorescence, NADH, 16 min; bacterial (C. kluyveri) enzyme, not human;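 active = primary screen inhibition at 20 µM above a set limit, cut at about 50% in these data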;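 also: plate controls were DMSO with full reaction for no effect and wells lacking NADH for full effect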
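Assay system – diaphorase enzyme from Clostridium kluyveri · Amount – diaphorase 0.14 U/mL (working solution) · Times – reaction incubation of 16 min at room temperature · Controls – No-NADH positive control and DMSO neutral control · Signal – resorufin fluorescence 544/590 nm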
TNAP inh hiacc – TNAP (human) inhibition, high acceptor. purified TNAP, CDP-star luminescence, 1 M DEA. inhibition, % at 20 µM. 200,000 tested, 0.03% active. AID 1135;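 active = over 50% inhibition of tissue-nonspecific alkaline phosphatase at 20 µM in the single-dose screen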;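 also: plate controls were DMSO wells for no effect and EDTA-quenched wells as full inhibition for full effect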
Target sequence (P05186 whole entry, looked up): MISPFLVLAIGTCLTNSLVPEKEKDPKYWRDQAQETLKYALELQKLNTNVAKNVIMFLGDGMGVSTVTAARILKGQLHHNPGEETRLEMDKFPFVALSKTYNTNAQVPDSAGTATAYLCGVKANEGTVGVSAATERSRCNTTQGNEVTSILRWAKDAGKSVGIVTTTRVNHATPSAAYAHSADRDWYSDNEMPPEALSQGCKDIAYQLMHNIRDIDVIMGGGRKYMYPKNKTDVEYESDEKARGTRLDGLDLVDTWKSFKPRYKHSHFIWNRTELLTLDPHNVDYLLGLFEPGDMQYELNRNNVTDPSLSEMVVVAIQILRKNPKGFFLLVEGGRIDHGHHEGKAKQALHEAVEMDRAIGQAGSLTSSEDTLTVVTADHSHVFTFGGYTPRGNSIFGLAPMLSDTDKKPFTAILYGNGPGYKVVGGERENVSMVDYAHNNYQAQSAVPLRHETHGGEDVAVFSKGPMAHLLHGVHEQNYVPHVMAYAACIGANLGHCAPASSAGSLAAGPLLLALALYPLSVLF
PMI act satM6P – increases human PMI activity with near-saturating mannose 6-phosphate; 190,000 tested, 0.34% active; activation factor at 20 µM; coupled PMI enzyme assay, resazurin fluorescence, 20 min; stronger effect = higher value; 1 = untreated enzyme, 0 = substrate-free blank; P34949; AID 1216;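 active = activation factor of 2 or more at 20 µM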
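Test system: human phosphomannose isomerase with PGI, G6PDH, diaphorase coupling enzymes; Amount: PMI at 15 ng/mL final; Reagent: Mannose-6-phosphate 1.0 mM (near-saturating) plus 0.22 mM NADP+; Timing: 20 min, room temperature; Technique: resorufin fluorescence at Ex 544/Em 590 nm; Dosing: 20 µM single dose.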
TNAP act hiacc – TNAP (human) activation, high acceptor; P05186; purified TNAP, CDP-star luminescence, 1 M DEA, 30 min; stronger effect = higher value; 0 = EDTA background, 1 = DMSO-only activity; activation factor at 20 µM; 200,000 tested, under 10 active;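 active = activation factor at least 2 at 20 µM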
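Assay system: human TNAP; Input: enzyme diluted 1/800 final; Reagent: CDP-star luminogenic substrate at 100 µM final; Timing: 30 min, room temperature; Signal: luminescence; Evaluation: TNAP activation factor scaled between EDTA and DMSO control wells.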
TNAP inh no acc – TNAP (human) inhibition, acceptor-free conditions. P05186. purified TNAP, CDP-star luminescence, 30 min. AID 1012. inhibition, % at 20 µM. 200,000 tested, 0.26% active;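 active = tissue-nonspecific alkaline phosphatase inhibition above about 50% at 20 µM in the single-dose screen, limit read from the data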;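 also: 0% = DMSO negative control and 100% = EDTA positive control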
Efa HMGR inh – E. faecalis class II HMG-CoA reductase inhibition; purified E. faecalis HMGR, NADPH absorbance 340 nm kinetic; inhibition, % at 10 µM; 190,000 tested, 0.41% active;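 active = inhibition above a set limit, the median over all tested compounds plus 3 SD, cut at about 9.5% in these data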;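 also: enzyme runs in reverse so mevalonate oxidation gives rising NADPH absorbance; 0% = complete reaction with DMSO and 100% = background rate lacking mevalonate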
G6PDH counter – counter-screen for G6PDH assay hits: L. mesenteroides G6PDH inhibition; 200,000 tested, 0.12% active; Purified L. mesenteroides G6PDH, diaphorase/resazurin coupled fluorescence, 45 min; AID 1020; inhibition, % at 5 µM; in the data active = inhibition above about 50%
FLuc stim CS – firefly luciferase counter-screen for stimulation assays; activation factor at 10 µM; 200,000 tested, under 10 active; P08659; ATPlite luciferase biochemical, luminescence, 10 min; 0 = ATP-free wells, 1 = DMSO control; AID 1027;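 active = luciferase activation factor, scaled between plate controls, of at least 2 with compound at 10 µM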
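Assay system: Luciferase/luciferin reagent mix; Medium: PBS as buffer for the ATP substrate; Dosing: test compounds dosed from 2 mM stocks in 100% DMSO; Times: 10 min, room temperature; Signal: luminescence from luciferase reaction; Read-out: luciferase activation; Controls: No-ATP low control, compound-free enzyme-plus-ATP high control.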
Starred values were filed as active, the others as inactive; · = no result given. These rows are one share of the data; the hit share may differ from the screen's.

SMILES	Diaph act CS	PMI activator	Diaphorase inh	TNAP inh hiacc	PMI act satM6P	TNAP act hiacc	TNAP inh no acc	Efa HMGR inh	G6PDH counter	FLuc stim CS
CC1CCN(C(=O)c2ccc(N3CC4CC(C3)c3cccc(=O)n3C4)c([N+](=O)[O-])c2)CC1 (configuration not stated)	0.9	0.9	10	0	1	1	-8	-3	6	1.1
O=P(O)(O)C12CC3CC(CC(C3)C1)C2	0.9	1.1	9	-7	1.1	1.1	-14	-4	6	1
CCCCn1c(N)c(C(=O)NCc2cccs2)c2nc3ccccc3nc21	0.6	0.4	44	-6	0.3	1.1	-19	4	22	1.1
COCCOC(=O)c1c(N)n(Cc2ccccc2)c2nc3ccccc3nc12	1	0.9	3	-1	1	1	-5	-4	9	1
CCC(=NCCC1=CCCCC1)c1c(O)[nH]c(=O)[nH]c1=O	0.8	0.9	18	-2	0.9	1	-1	-3	1	1.1
CCCCCCn1c(O)c(C=Nc2c(C)n(C)n(-c3ccccc3)c2=O)c(=O)[nH]c1=O	0.9	1	8	-6	1	1.1	2	-2	3	1.1
CN1CCN(Cc2ccccc2C(F)(F)F)CC1	0.8	1	16	-7	1	1.1	-12	-6	3	1.1
Cc1cc(S(=O)(=O)NCc2ccccc2)ccc1OCC(=O)N1CCN(C)CC1	0.9	0.9	13	-7	1	1.1	-15	2	-6	1.1
CC1(O)C[C@]2(C)N(O)C3CCCC[C@@H]3N2O1 (some centres not stated)	1	1.2	4	-9	1.5	1.1	-4	0	27	1
COC(=O)c1c(C)n(Cc2ccc3c(c2)OCO3)c2ccc(O)cc12	0.7	0.8	27	-4	0.8	1	-14	-5	-40	1
N#CC1=C(N)Oc2c(c(=O)oc3ccccc23)C1c1ccc([N+](=O)[O-])o1 (configuration not stated)	0.8	1.2	20	5	0.8	0.9	-1	-4	-2	1
CN1C(=O)C(Cc2cccs2)C(=O)N(C)C1=O	0.8	1.1	23	-9	1.2	1.1	-13	-2	11	1.1
COc1ccc(N2CCN(C(CNC(=O)Oc3ccccc3)c3cccnc3)CC2)cc1 (configuration not stated)	0.9	0.9	9	-5	0.9	1.1	-1	1	-22	1.1
Cc1ccc(/C=C2\C(=O)NC(=S)N(c3ccc(F)cc3)C2=O)s1	1	1.6	3	-1	2.1*	1	2	2	3	1
CC1=CC(=O)OC2CC3OC4C[C@@H](C)C5OC6CC7O[C@]8(C)C/C=C\C9OC%10CC%11OC(CC(C)CO)CC(O)[C@]%11(C)OC%10CC9OC8C[C@]7(C)O[C@]6(C)CCC5OC4C[C@]3(C)OC12 (some centres not stated)	0.9	0.9	14	0	1	1	-1	-10	4	1
Cc1nc2cc([N+](=O)[O-])ccc2c(=O)n1-c1ccccc1[N+](=O)[O-]	0.5	0.9	46	0	1	1	-4	-7	18	1
O=C(O)c1cc2ccccc2oc1=O	0.9	0.9	10	0	0.9	1	-9	-4	-7	1
Cc1ccc(NC(=O)c2snnc2C)cc1Cl	0.9	1.1	14	-3	1	1	-13	-5	6	1
Cn1cccc1CNCCc1ccc(F)cc1	1	1.1	2	-1	1.1	1	-12	-1	6	1.1
O=c1cc(C2CCNCC2)[nH][nH]1	0.7	0.9	34	-7	1	1.1	-16	-3	1	1.1
Cc1cc(CN(C)C)c(OC(=O)N(C)C)cc1C	0.9	1	14	-6	1	1.1	-13	-2	0	1.1
C=Cn1c(P(=S)(N2CCOCC2)N2CCOCC2)cc2c1CCCC2	0.9	0.9	10	-6	0.9	1.1	-5	3	2	1
Cc1cc([P+](=O)O)c(C)n1-c1ccc(Br)cc1	0.9	1.1	12	-4	1	1	-8	-2	-3	1.1
COc1ccc(CCNCc2cccc(C(F)(F)F)c2)cc1OC	0.9	1	7	-5	1	1.1	-8	-3	1	1
CCSP1(=S)N=C(N2CCOCC2)C(C#N)=C2CCCN21 (configuration not stated)	0.9	1	6	-3	1	1	-8	0	2	1
O=C1Nc2ccccc2/C1=C/c1cnc[nH]1	0.9	1	11	0	1.1	1	-13	-3	2	1
Cc1cccc(OP(=O)(Oc2cccc(C)c2)OC(c2ccccc2)C(F)(F)F)c1 (configuration not stated)	0.9	0.9	11	1	0.9	1	-6	-6	-6	1
CC(NC1=NCCS1)c1ccccc1 (configuration not stated)	1	1	5	-8	1	1.1	-19	-4	-5	1.1
COc1ccc(C2CN(C)CC2C(=O)c2ccc(C)cc2)cc1Cl (configuration not stated)	1.1	1.1	-10	-1	1.1	1	-5	-2	6	1.1
O=C(O)CCCc1ccc(N(CCCl)CCCl)cc1	0.9	1.2	14	-4	1.2	1	-10	-6	8	1
Cc1nn(Cc2ccccc2Cl)c(Cl)c1C(=O)O	1	1.1	2	1	1	1	-4	1	3	1
CCC(=NCC1CCCO1)c1c(O)n(Cc2ccccc2)c(=O)[nH]c1=O (configuration not stated)	1.1	1	-9	2	1	1	10	0	31	0.9
CN(C)CCCN=Cc1c(O)n(CCc2ccc(F)cc2)c(=O)[nH]c1=O	1.1	0.9	-6	-5	1	1	-4	-5	9	1.1
CCN(CC)C(=O)c1ccc(NC(=O)c2cccc(C(F)(F)F)c2)cc1	0.9	1.1	5	0	1	1	-10	-5	-1	0.9
CCN1C(=O)C(=Cc2ccc(C)s2)C(=O)N(CC)C1=S	1	0.7	3	3	0.7	1	10	-1	-1	1
O=C1NC(=O)C(CCc2ccncc2)(CCc2ccccn2)C(=O)N1c1ccc(Br)cc1 (configuration not stated)	·	·	·	1	·	1	1	4	6	1
O=C1NC(=O)C(CCc2ccncc2)(CCc2ccncc2)C(=O)N1C1CCCCC1	0.9	1	12	-5	0.9	1	-4	3	14	1.1
COC(=O)C(O)(c1ccc(NC(=S)NC(=O)c2ccc(Cl)cc2Cl)cc1)C(F)(F)F (configuration not stated)	0.8	0.9	24	-6	0.9	1.1	18	-5	-3	1.1
Cc1cccc(OCC(=O)N2CCN(Cc3ccc([N+](=O)[O-])cc3)CC2)c1	·	·	·	1	·	1	-4	0	7	1
CCCCn1c(O)c(C=NCCN2CCCCC2)c(=O)[nH]c1=O	1	1	4	-3	1	1	-8	3	2	1.1
CCn1cc(C(=O)N2CCC3(CC2)OCCO3)c(=O)c2cc(S(=O)(=O)N3CCCC3)ccc21	1.1	1	-10	-9	1.1	1.1	0	-4	8	1
COC(=O)c1ccccc1OP1(=O)COc2ccccc2OC1	0.7	0.9	30	-9	0.9	1.1	-9	-4	3	1.1
O=c1c2ccccc2[nH]c(=S)n1-c1ccc(Br)cc1	1	1.1	0	-5	1.1	1	3	1	12	1
O=C(Nc1ccc(Cl)cc1C(=O)c1ccccc1)c1ccccc1	1	1	4	-5	1.1	1.1	-7	-1	1	1
COc1ccc(NP(=O)(Oc2ccccc2OC)Oc2ccccc2OC)cc1	0.9	0.9	12	-3	1	1	-2	5	-2	1
CN1OC[C@@H]2COc3ccc4ccccc4c3[C@@H]21	1	1.1	3	-6	1.1	1.1	-16	-7	6	0.8
CN1Cc2cccnc2N(C)Cc2cc(Cl)ccc21	0.9	0.9	14	-2	0.9	1	-4	1	3	1.1
COc1ccccc1Sc1ccccc1CC(C)N (configuration not stated)	1.1	1.1	-8	-4	1.1	1	-4	-2	7	1
C[n+]1c(-c2ccccc2)cc(-c2ccc(Cl)cc2)cc1-c1ccccc1	1	1	2	1	1	1	0	-9	-5	1
CCN1CCN(C(=O)Cc2coc3cc(C)cc(C)c23)CC1	1	1	3	-2	1	1	1	-5	-1	1.1
CC(C)CN(CC(C)C)C(=O)C1C2c3ccccc3C(c3ccccc32)C1C(=O)O (configuration not stated)	1.1	1.2	-12	-7	1.2	1.1	0	0	10	1
O=C1NC(=O)N(Cc2ccco2)C(=O)/C1=C/c1ccc(-c2cccc([N+](=O)[O-])c2)o1	0.7	1.1	30	-2	1.2	1	27	-5	11	1
Cc1cc(C)nc(NS(=O)(=O)c2ccc(N=Cc3c(O)n(C)c(=O)n(C)c3=O)cc2)n1	1	1.4	3	-2	1.3	1	-9	-8	13	1.1

Part of the list above, reformatted.
Below each compound: Diaph act CS	PMI activator	Diaphorase inh	TNAP inh hiacc	PMI act satM6P	TNAP act hiacc	TNAP inh no acc	Efa HMGR inh	G6PDH counter	FLuc stim CS
CC(NC1=NCCS1)c1ccccc1 (configuration not stated)
  1	1	5	-8	1	1.1	-19	-4	-5	1.1
COc1ccc(C2CN(C)CC2C(=O)c2ccc(C)cc2)cc1Cl (configuration not stated)
  1.1	1.1	-10	-1	1.1	1	-5	-2	6	1.1
O=C(O)CCCc1ccc(N(CCCl)CCCl)cc1
  0.9	1.2	14	-4	1.2	1	-10	-6	8	1
Cc1nn(Cc2ccccc2Cl)c(Cl)c1C(=O)O
  1	1.1	2	1	1	1	-4	1	3	1
CCC(=NCC1CCCO1)c1c(O)n(Cc2ccccc2)c(=O)[nH]c1=O (configuration not stated)
  1.1	1	-9	2	1	1	10	0	31	0.9
CN(C)CCCN=Cc1c(O)n(CCc2ccc(F)cc2)c(=O)[nH]c1=O
  1.1	0.9	-6	-5	1	1	-4	-5	9	1.1
CCN(CC)C(=O)c1ccc(NC(=O)c2cccc(C(F)(F)F)c2)cc1
  0.9	1.1	5	0	1	1	-10	-5	-1	0.9
CCN1C(=O)C(=Cc2ccc(C)s2)C(=O)N(CC)C1=S
  1	0.7	3	3	0.7	1	10	-1	-1	1
O=C1NC(=O)C(CCc2ccncc2)(CCc2ccccn2)C(=O)N1c1ccc(Br)cc1 (configuration not stated)
  ·	·	·	1	·	1	1	4	6	1
O=C1NC(=O)C(CCc2ccncc2)(CCc2ccncc2)C(=O)N1C1CCCCC1
  0.9	1	12	-5	0.9	1	-4	3	14	1.1
